RUNX1 CBFb-SMMHC – inhibitors of RUNX1 Runt–CBFb-SMMHC binding, biochemical, TR-FRET (AID 1438); Runt-related transcription factor 1 (Homo sapiens) + Core-binding factor subunit beta …; TR-FRET Runt domain–CBFb-SMMHC binding, biochemical; higher % means a stronger effect; inhibition, % at 20 µM, or IC50 in µM where a hit was titrated; 2,200 compounds, 2% hits; in the data active = inhibition from about 52%, or a potency from the dose series; inactive = the rest, 99 in 100 with inhibition below about 48%
* = called active by the depositor.

> COCC(C)OC(=O)C(C#N)c1nc2ccccc2nc1N1CCN(Cc2ccccc2)CC1 (configuration not stated)
- RUNX1 CBFb-SMMHC: 23%

> Nc1c(C(=O)NC2CCCC2)c2nc3ccccc3nc2n1CC1CCCO1 (configuration not stated)
- RUNX1 CBFb-SMMHC: 37%

> Oc1ccc(O)c(-c2cnns2)c1
- RUNX1 CBFb-SMMHC: 20µM*

> Cc1ccc(S(=O)(=O)c2ccccc2)cc1S
- RUNX1 CBFb-SMMHC: -11%

> CC(C)N1CCc2c(sc(NC(=S)NC(=O)c3ccccc3)c2C#N)C1
- RUNX1 CBFb-SMMHC: 21%

> Cc1cccc(-n2c3nc(=O)[nH]c(=O)c-3cc3cc([N+](=O)[O-])ccc32)c1
- RUNX1 CBFb-SMMHC: 5%

> CC(C)S(=O)(=O)C1=NSC2=NC(=O)/C(=C\c3ccc(-c4cccc(C(=O)O)c4)o3)C(=N)N21
- RUNX1 CBFb-SMMHC: -3%

> COC(=O)C1=CNC=C(C(=O)OC)C1c1ccc(Cl)cc1
- RUNX1 CBFb-SMMHC: 32%

> CCOc1ccc(C2C(C(=O)OC)=CN(CCOC)C=C2C(=O)OC)cc1
- RUNX1 CBFb-SMMHC: 44%

> O=C(O)c1ccccc1N/N=C/C1=C(N2CCOCC2)C(=C\c2ccccc2)/CC1
- RUNX1 CBFb-SMMHC: -4%

> CCOC(=O)c1c2ccc(OCC(=O)N/N=C/c3ccc(C)cc3)cc2n2ccccc12
- RUNX1 CBFb-SMMHC: 17%

> Cc1cc(C)c2c3c(sc2n1)C(c1ccccc1)C(C#N)=C(N)O3 (configuration not stated)
- RUNX1 CBFb-SMMHC: 24%

> O=C(NNC(=O)C1C2CCCCC21)c1coc(=O)c(Br)c1 (configuration not stated)
- RUNX1 CBFb-SMMHC: -8%

> CCCCCCc1cc2cc(-c3nnc(-c4ccccc4)o3)c(=O)oc2cc1O
- RUNX1 CBFb-SMMHC: 22%

> O=c1cc(-c2ccccc2)c2cc(Cl)c(O)c(CN3CCOCC3)c2o1
- RUNX1 CBFb-SMMHC: -5%

> O=C(O)C(=O)/C(=C\c1ccc(Cl)cc1)c1ccc2ccccc2n1
- RUNX1 CBFb-SMMHC: -14%

> Cc1cccn2c(=O)c(/C=C(\C#N)C(=O)NCc3ccccc3)c(N3CCC(C(N)=O)CC3)nc12
- RUNX1 CBFb-SMMHC: -10%

> Cc1cc(O)c(Oc2cc(C)cc(O)c2O)c(O)c1
- RUNX1 CBFb-SMMHC: -56%

> COCCCNC(=S)NCCNc1nc2c(C)c(C)ccc2cc1C#N
- RUNX1 CBFb-SMMHC: -2%

> Cc1ccc2c(n1)sc1c(N)ncnc12
- RUNX1 CBFb-SMMHC: -9%

> CCOC(=O)C1=C(Cc2ccc(C)cc2)C(=O)c2ccccc2C1=O
- RUNX1 CBFb-SMMHC: 45%

> O=C(O)CCc1ccc(-c2cccs2)n1CC1CCCO1 (configuration not stated)
- RUNX1 CBFb-SMMHC: 28%

> CCOC(=O)CNc1c(-c2ccc(F)cc2)nc2cnccn12
- RUNX1 CBFb-SMMHC: 28%

> N#Cc1c(NC(=O)c2ccc(Br)o2)n(-c2ccccc2)c2nc3ccccc3nc12
- RUNX1 CBFb-SMMHC: 0%

> Cc1cc(C)nc(Sc2nc(Cl)nc(N(c3ccccc3)c3ccccc3)n2)n1
- RUNX1 CBFb-SMMHC: 30%

Structural class: the entries above with bromine (two)
> O=C(NNC(=O)C1C2CCCCC21)c1coc(=O)c(Br)c1 (configuration not stated)
- RUNX1 CBFb-SMMHC: -8%

> N#Cc1c(NC(=O)c2ccc(Br)o2)n(-c2ccccc2)c2nc3ccccc3nc12
- RUNX1 CBFb-SMMHC: 0%

Remaining list, next part
> Cc1c(C#N)c(NC(=O)c2cccc(Cl)c2)n(Cc2ccccc2)c1C
- RUNX1 CBFb-SMMHC: -7%

> Cc1ncc(CO)c(/C=N/NC(=O)c2ccc(O)cc2)c1O
- RUNX1 CBFb-SMMHC: 28%

> COC(=O)C1=CN(CC2CCCO2)C=C(C(=O)OC)C1c1ccsc1 (configuration not stated)
- RUNX1 CBFb-SMMHC: 44%

> CCCCNc1nc2sc3c(c2c(=O)n1-c1cccc(Cl)c1)CCN(C)C3
- RUNX1 CBFb-SMMHC: -4%

> CCOC(=O)CC(N)c1cccc([N+](=O)[O-])c1 (configuration not stated)
- RUNX1 CBFb-SMMHC: -3%

> O=c1[nH]c(=O)n(Cc2ccccc2)c(O)c1/C=C1\C=Nc2ccccc21
- RUNX1 CBFb-SMMHC: -16%

> CC(=O)c1cc2c(cc1NC(=O)Nc1cccc(Cl)c1)OCCO2
- RUNX1 CBFb-SMMHC: 35%

> CN1/C(=C\C(=O)c2cccs2)Sc2ccccc21
- RUNX1 CBFb-SMMHC: 22%

> Nc1cccc2c1C(=O)N(C(=O)c1ccc(S(=O)(=O)N3CCCCCC3)cc1)C2=O
- RUNX1 CBFb-SMMHC: 32%

> COCCCNC(=O)c1c(N)n(-c2cccc(S(N)(=O)=O)c2)c2nc3ccccc3nc12
- RUNX1 CBFb-SMMHC: 29%

> N#C/C(=C\c1cn(CCOc2ccccc2F)c2ccccc12)C(=O)NCc1cccs1
- RUNX1 CBFb-SMMHC: 1%

> CN1CCc2nc(NC(=O)COc3ccc4ccccc4c3)sc2C1
- RUNX1 CBFb-SMMHC: 19%

> Cc1cccc(NC(=O)CN2C(=O)S/C(=C\c3ccc(-c4cccc(C(=O)O)c4C)o3)C2=O)c1
- RUNX1 CBFb-SMMHC: -3%

> O=c1oc2c(CN3CCOCC3)c(O)ccc2c2c1CCCC2
- RUNX1 CBFb-SMMHC: 9%

> Cc1cc(C(=O)OCC(=O)NC(=O)c2cccn2C)c2ccccc2n1
- RUNX1 CBFb-SMMHC: -9%

> CN1CC=C2C(C#N)=C(N)C(C#N)(C#N)[C@H](c3cccs3)[C@H]2C1
- RUNX1 CBFb-SMMHC: 5%

> CCOC(=O)c1cc2c(=O)n3ccccc3nc2n(CCCOC)c1=NC(=O)c1cccnc1
- RUNX1 CBFb-SMMHC: 48%

> COC(=O)/C=C\C(=O)Nc1cccc([N+](=O)[O-])c1
- RUNX1 CBFb-SMMHC: 33%

> C#CCOCCOCCOCCNc1nc(N2CCOCC2)nc(N2CCN(C(=O)[C@H]([C@@H](C)CC)n3cc([C@@H](N)Cc4ccc(O)cc4)nn3)CC2)n1
- RUNX1 CBFb-SMMHC: 10%

> Cc1cccc(NC(=O)c2onc3c2CCCC3)n1
- RUNX1 CBFb-SMMHC: -2%

> CCCCn1c(NS(=O)(=O)c2ccc(C)cc2)c(C(=O)OCC)c2nc3ccccc3nc21
- RUNX1 CBFb-SMMHC: 43%

> CCCCC(CC)Cn1c(N)c(C#N)c2nc3ccccc3nc21 (configuration not stated)
- RUNX1 CBFb-SMMHC: 43%

> COc1cccc(C(=O)Nc2nc3c(s2)CN(C)CC3)c1
- RUNX1 CBFb-SMMHC: -21%

> CC(C)OC(=O)c1c(N)n(CC2CCCO2)c2nc3ccccc3nc12 (configuration not stated)
- RUNX1 CBFb-SMMHC: 25%

> CC(C)OCCCNC(=O)c1c(N)n(Cc2cccs2)c2nc3ccccc3nc12
- RUNX1 CBFb-SMMHC: 32%

> S=C(c1ccc(Br)cc1)N1CCN(Cc2ccccc2)CC1
- RUNX1 CBFb-SMMHC: -24%

> CN(C)Cc1c(O)ccc2c3c(c(=O)oc12)CCCCC3
- RUNX1 CBFb-SMMHC: 20%

> COC(=O)N/N=C/c1ccc([N+](=O)[O-])o1
- RUNX1 CBFb-SMMHC: -2%

> CCN1C(=O)/C(=C/C=C2/CCCN2C)OC1=S
- RUNX1 CBFb-SMMHC: -2%

> N=c1oc2c3c4c(cc2cc1C(=O)Nc1ccccc1)CCCN4CCC3
- RUNX1 CBFb-SMMHC: -89%

> COc1cc(/C=C/C(=O)O)cc(S(=O)(=O)N(C)CCO)c1OC
- RUNX1 CBFb-SMMHC: -1%

> COCCCNC(=O)c1cc2c(=O)n3cc(C)ccc3nc2nc1NCC1CCCO1 (configuration not stated)
- RUNX1 CBFb-SMMHC: -3%

> CN1CCc2c(sc3c2C(=O)NC(c2ccccc2)N3)C1 (configuration not stated)
- RUNX1 CBFb-SMMHC: 20%

Gathered by group: the entries above containing a halogen
> COC(=O)C1=CNC=C(C(=O)OC)C1c1ccc(Cl)cc1
- RUNX1 CBFb-SMMHC: 32%

> O=C(NNC(=O)C1C2CCCCC21)c1coc(=O)c(Br)c1 (configuration not stated)
- RUNX1 CBFb-SMMHC: -8%

> O=c1cc(-c2ccccc2)c2cc(Cl)c(O)c(CN3CCOCC3)c2o1
- RUNX1 CBFb-SMMHC: -5%

> O=C(O)C(=O)/C(=C\c1ccc(Cl)cc1)c1ccc2ccccc2n1
- RUNX1 CBFb-SMMHC: -14%

> CCOC(=O)CNc1c(-c2ccc(F)cc2)nc2cnccn12
- RUNX1 CBFb-SMMHC: 28%

> N#Cc1c(NC(=O)c2ccc(Br)o2)n(-c2ccccc2)c2nc3ccccc3nc12
- RUNX1 CBFb-SMMHC: 0%

> Cc1cc(C)nc(Sc2nc(Cl)nc(N(c3ccccc3)c3ccccc3)n2)n1
- RUNX1 CBFb-SMMHC: 30%

> Cc1c(C#N)c(NC(=O)c2cccc(Cl)c2)n(Cc2ccccc2)c1C
- RUNX1 CBFb-SMMHC: -7%

> CCCCNc1nc2sc3c(c2c(=O)n1-c1cccc(Cl)c1)CCN(C)C3
- RUNX1 CBFb-SMMHC: -4%

> CC(=O)c1cc2c(cc1NC(=O)Nc1cccc(Cl)c1)OCCO2
- RUNX1 CBFb-SMMHC: 35%

> N#C/C(=C\c1cn(CCOc2ccccc2F)c2ccccc12)C(=O)NCc1cccs1
- RUNX1 CBFb-SMMHC: 1%

> S=C(c1ccc(Br)cc1)N1CCN(Cc2ccccc2)CC1
- RUNX1 CBFb-SMMHC: -24%

Source: PubChem BioAssay

The list is partial, so the mix of outcomes need not match the whole.
